Abeta yeast res: qHTS for compounds that reverse cellular toxicity of Amyloid beta (A-beta) peptide in yeast: Primary Screen; Potency, µM (series often up to 46.1 µM), inactives show at the highest dose growth rescue, most hits filed as activators; AID 1347071, 2019; 410,000 compounds, 0.063% hits; yeast expressing A-beta42, growth rescue, OD600, 48 h; response scale: 0% DMSO, 100% iron-clioquinol control; further: potency means the concentration at half of the fitted maximal effect; nearly all actives have a fitted effect of over 55% in size
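Yeast A-beta toxicity model in growth medium with pinned compounds, 48 h at 30 C; growth read as absorbance at 600 nm. Normalized to FeCl3/clioquinol equimolar mix (positive) and DMSO (negative).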
EPAC2 antagonist: qHTS for Antagonist of cAMP-regulated guanine nucleotide exchange factor 2 (EPAC2): primary screen | EPAC2 GEF exchange of Rap1B-BODIPY-GDP, fluorescence | Rap guanine nucleotide exchange factor 4 (Homo sapiens), Q8WZA2 | 360,000 compounds, 0.18% hits | Potency, µM (series often up to 114 µM), for inactives: at the highest dose activity, negative = inhibition, hits mostly inhibitors | AID 720708, 2013; further: potency means the concentration at half of the fitted maximal effect; on the % scale 0 is the no-effect control and ±100 the full control effect; nearly all actives have a fitted effect of over 45% in size; many of its hits are not listed in these tables
Target sequence (Q8WZA2 whole entry, looked up): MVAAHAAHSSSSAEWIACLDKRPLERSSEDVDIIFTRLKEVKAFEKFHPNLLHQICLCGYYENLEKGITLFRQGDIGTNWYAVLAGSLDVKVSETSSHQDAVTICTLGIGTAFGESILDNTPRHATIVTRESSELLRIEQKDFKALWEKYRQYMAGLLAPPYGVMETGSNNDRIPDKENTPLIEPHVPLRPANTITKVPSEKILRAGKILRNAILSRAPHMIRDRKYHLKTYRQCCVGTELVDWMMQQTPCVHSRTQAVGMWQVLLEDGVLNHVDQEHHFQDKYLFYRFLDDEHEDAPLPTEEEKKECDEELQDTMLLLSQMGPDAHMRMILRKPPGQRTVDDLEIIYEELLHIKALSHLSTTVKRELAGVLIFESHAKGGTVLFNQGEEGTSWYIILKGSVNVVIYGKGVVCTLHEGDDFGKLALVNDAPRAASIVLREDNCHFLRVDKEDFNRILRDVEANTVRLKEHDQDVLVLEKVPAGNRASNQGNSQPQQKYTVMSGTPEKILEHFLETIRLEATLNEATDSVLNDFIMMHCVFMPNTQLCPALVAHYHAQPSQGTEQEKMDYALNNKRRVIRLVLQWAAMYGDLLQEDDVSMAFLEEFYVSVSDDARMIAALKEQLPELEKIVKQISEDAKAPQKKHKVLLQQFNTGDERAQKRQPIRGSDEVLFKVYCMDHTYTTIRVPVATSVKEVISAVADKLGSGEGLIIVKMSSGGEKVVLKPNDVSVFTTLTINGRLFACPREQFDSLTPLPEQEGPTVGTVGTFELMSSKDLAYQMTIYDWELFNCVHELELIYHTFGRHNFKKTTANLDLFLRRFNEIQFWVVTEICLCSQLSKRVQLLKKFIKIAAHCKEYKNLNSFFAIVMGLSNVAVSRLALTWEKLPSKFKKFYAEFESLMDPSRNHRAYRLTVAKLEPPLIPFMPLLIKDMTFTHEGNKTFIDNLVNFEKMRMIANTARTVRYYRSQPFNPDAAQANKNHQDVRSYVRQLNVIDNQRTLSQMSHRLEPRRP
EPAC2 ag: qHTS for Agonist of cAMP-regulated guanine nucleotide exchange factor 4 (EPAC2): primary screen. Rap guanine nucleotide exchange factor 4 (Homo sapiens), Q8WZA2. 360,000 compounds, 0.079% hits. AID 720711, 2013. Potency, µM (titrated, usually from 154 µM), for the others: at the highest dose activation, hits mostly activators. EPAC2 activation, biochemical qHTS; response scale: 100% = 6.5 mM cAMP response; further: potency means the concentration at half of the fitted maximal effect; nearly all actives have a fitted effect of over 50% in size
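Exchange assay: 100 nM EPAC2 with 250 nM Rap1B-BODIPY-GDP and 50 uM GDP. Fluorescence (ex 480/em 540 nm) read every 5 min for 30 min at room temperature. Data normalized to 6.5 mM cAMP as agonist control.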
aSyn rescue: qHTS of alpha-syn Inhibitors; Yeast expressing alpha-synuclein, growth rescue, BacTiter-Glo, 24 h; Potency, µM (doses to about 46.1 µM), for the others: at the highest dose growth rescue (activation), most hits filed as activators; 370,000 compounds, 0.14% hits; AID 652106, 2013; further: potency means the concentration at half of the fitted maximal effect; % of control where 0% means no effect; nearly all actives have a fitted effect of over 65% in size
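Screening used galactose-induced yeast with toxic alpha-synuclein levels, exposed to compound for 24 hr at 30 deg C. Cell growth, read with BacTiter-Glo luminescence, gave the measured signal.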
FUS suppressor: qHTS for Suppressors of FUS Proteinopathy: Primary screen using FUS-linked yeast assay | S. cerevisiae FUS-expressing, growth rescue, OD600, 24 h | Potency, µM (series often up to 76.6 µM), inactives show top-dose growth rescue (activation), hits mostly activators | 390,000 compounds, 0.24% hits | AID 1347120, 2019;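 further: potency means the concentration at half of the fitted maximal effect; plate controls were DMSO vehicle for no effect and reference control for full effect; nearly all actives have a fitted effect of over 55% in size; some results filed as inactive show a strong effect at the top dose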
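S. cerevisiae expressing FUS from galactose induction served as the toxicity model. Growth after 24hr at 30C, read as absorbance at 600 nm, indicates suppression of toxicity; compounds dosed at several concentrations.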
TDP-43 yeast inh: qHTS of TDP-43 Inhibitors | TDP-43 expressing yeast growth rescue, BacTiter-Glo, 24 h | Potency, µM (top dose mostly 46.1 µM), for inactives: at the highest dose growth rescue (activation), most hits filed as activators | 410,000 compounds, 1.8% hits; further: potency means the concentration at half of the fitted maximal effect; % of control where 0% means no effect; nearly all actives have a fitted effect of over 50% in size
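Growth rescue of TDP-43-toxic yeast measured as ATP luminescence (BacTiter-Glo). Cells grown to mid-log in raffinose, induced in galactose at OD600=0.02, exposed to compound 24 hr at 30 deg C.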
D3 ag: qHTS of D3 Dopamine Receptor Agonist: qHTS; D(3) dopamine receptor (Homo sapiens), P35462; D3R DiscoveRx beta-arrestin cells, luminescence, 90 min; max activation, %; 410,000 compounds, 0.58% hits; in the data active means max activation above about 30%; further: 0% is about no effect; mostly tested at two doses, the higher about 12 µM
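Agonist mode: compounds and dopamine controls were applied to plated cells for 90 min at 37 degrees C after an overnight attachment at 1500 cells/well. Luminescent read-out followed 30 - 60 minutes at room temperature with DiscoveRx detection reagent.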
DRD3 antagonist: qHTS of D3 Dopamine Receptor Antagonist: qHTS; D(3) dopamine receptor (Homo sapiens), P35462; D3R cells, DiscoveRx beta-arrestin luminescence, antagonist mode; stronger effect = lower value; max response, negative = inhibition, %; 360,000 compounds, 2.5% hits; in the data active means max response below about -50%; inconclusive means no clear call, values can overlap the other calls; further: on the % scale 0 is the no-effect control and ±100 the full control effect; mostly tested at two doses, the higher about 12 µM
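Cells expressing the human receptor were seeded at 1500 cells/well, incubated overnight at 37 degrees C in 5% CO2, then exposed to library compounds with dopamine controls for 90 minutes at 37 degrees C before luminescent detection.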
Numbers without * were called inactive; ? = inconclusive; / = not tested or not shown; & = joins results of further samples; [ ] = dose if it differs, or a comment. Unless noted, the call rests on the fitted dose curve; in most records, active means well fitted curve in the direction sought with a large enough effect; inconclusive means small, poorly fitted or top-dose-only effect, or another doubt; inactive means no such curve, though single readings can be large; an effect the other way counts as inactive or inconclusive. This is a subset; rates above refer to the full screens.

SMILES	Abeta yeast res	EPAC2 antagonist	EPAC2 ag	aSyn rescue	FUS suppressor	TDP-43 yeast inh	D3 ag	DRD3 antagonist
CC(/C=C1\SC(=S)N(CCCC(=O)Nc2ccc(C(=O)O)c(O)c2)C1=O)=C\c1ccccc1	-49.5%[inhibitor]	?	6.0%	2.0%	/	-4.5%	1.5	14.2
Cc1csc(=O)n1CCC(=O)OCC(=O)Nc1ccc(S(N)(=O)=O)cc1	-5.0%	0.6%	7.5%	-0.2%	-4.8%	2.7%	2.7	11.9
Cc1cc(C)cc(NC(=O)Nc2ccc3c(c2)N(C)C(=O)CS3)c1	-9.4%	4.8%	0.4%	-7.9%	-18.5%	-14.4%	-3.8	-15.6
CCC(Oc1ccccc1)C(=O)Nc1nnc(S(=O)(=O)Nc2ccccc2)s1 (stereo unspecified)	-47.2%&-3.5%[inhibitor]	-9.1%	3.1%	4.9%	-0.2%&-11.7%	17.7%&0.0%	0.5&5.3	11.3
Cc1ccc(OCc2cc(C(=O)N(C)CCn3ccnc3C)no2)cc1C	-3.7%	-0.2%	-7.5%	3.3%	/	20.7%	10.8	-16.9
O=C(Nc1ccc(S(=O)(=O)N2CCC(c3nc4ccccc4s3)CC2)cc1)c1ccc(F)cc1	-15.0%	/	/	/	-15.7%	12.6%	1.5	/
O=C(CSC1=NCCS1)N1CCN(c2ccc(Cl)cc2)CC1	-21.4%	0.8%	4.3%	-1.2%	15.7%	?	0.4	?
COc1ccc(C=Nc2cccc3ncccc23)cc1	-16.6%	-1.8%[57.1 µM]	3.0%	-0.2%	-20.5%	-1.8%	0.0	0.2
COc1ccc(C)cc1NC(=O)C(Sc1nnc(Nc2ccccc2F)s1)c1ccccc1 (stereo unspecified)	6.5%	-7.7%	6.5%	8.5%	20.0%	0.2%	-2.6	-14.4
O=C(O)c1ccc(Cl)c(S(=O)(=O)Nc2ccc3[nH]c(=O)[nH]c3c2)c1	-0.8%	-4.2%	4.6%	1.1%	-17.2%	-14.4%	-1.7	11.2
COc1ccc(N2CCN(C(=O)c3cccc(NC4=NC5CS(=O)(=O)CC5S4)c3)CC2)cc1 (stereo unspecified)	5.5%	5.6%	2.3%	-5.6%	-1.4%	-2.1%	2.3	-1.9
CCCCOc1ccc(-c2cc3c(=O)n(CC(=O)Nc4ccc(Cl)cc4Cl)ccn3n2)cc1	-11.7%	/	/	/	-5.6%	-10.8%	-4.7	/
Cc1ccc(S(=O)(=O)NC(=O)Nn2c(C)nnc2C)cc1	-3.6%	7.0%	-6.4%	-8.7%	0.3%	-4.1%	0.3	9.9
Cc1cccc(NC(=O)CN2CCCCCC2)c1	-0.1%	2.0%	1.1%	-10.7%	24.6%	4.7%	-6.9	-3.6
Cc1ccc(CS(=O)(=O)c2ccccc2-c2nnc(-c3ccc(Cl)cc3)o2)cc1	3.4%	-10.8%	-5.2%	3.8%	-28.0%	-5.2%	5.1	24.6

Next part; it opens with the 3 that closed the last part.
SMILES	Abeta yeast res	EPAC2 antagonist	EPAC2 ag	aSyn rescue	FUS suppressor	TDP-43 yeast inh	D3 ag	DRD3 antagonist
Cc1ccc(S(=O)(=O)NC(=O)Nn2c(C)nnc2C)cc1	-3.6%	7.0%	-6.4%	-8.7%	0.3%	-4.1%	0.3	9.9
Cc1cccc(NC(=O)CN2CCCCCC2)c1	-0.1%	2.0%	1.1%	-10.7%	24.6%	4.7%	-6.9	-3.6
Cc1ccc(CS(=O)(=O)c2ccccc2-c2nnc(-c3ccc(Cl)cc3)o2)cc1	3.4%	-10.8%	-5.2%	3.8%	-28.0%	-5.2%	5.1	24.6
CCCOc1ccc(C(=O)CCC(=O)OCC(=O)N2CCN(S(=O)(=O)c3ccc(C)cc3C)CC2)cc1	-8.0%	1.2%	6.3%	1.3%	?	-2.4%	2.3	7.6
CCCOC(=O)Nc1nnc(CCC)s1	1.2%	4.9%	-14.6%	9.6%	-8.3%	-13.9%	20.3	12.7
O=C1[C@H]2[C@@H](c3ccc(F)cc3)N3C(=O)N(c4cccc(Cl)c4)C(=O)[C@@]3(Cc3ccccc3)[C@H]2C(=O)N1C1CCCCC1	2.8%	-8.7%	8.6%	-6.5%	26.4%	-6.1%	-7.9	?
O=C(Nc1cccn(Cc2ccccc2)c1=O)NC1CCCCC1	-3.4%	-1.2%	1.1%	2.5%	29.0%	11.6%	-3.9	-15.9
CN(C)C(CNC(=O)c1cccc(S(=O)(=O)N2CCc3ccccc3C2)c1)c1ccccc1 (stereo unspecified)	-3.0%	-9.6%	9.9%	8.6%	-2.9%	2.8%	-2.6	-80.6*
O=C(CCN1CCCCCC1)Nc1cccc(F)c1	?	2.1%	14.5%	2.2%	-16.1%	5.6%	-11.9	?
Nc1nonc1-n1nncc1-c1ccccc1	-9.9%	-0.8%	1.2%	-3.9%	-23.1%	7.7%	-3.4	4.1
O=C(CSc1nc(-c2cccs2)cc(C(F)(F)F)n1)Nc1cc(OCC(F)(F)F)cc([N+](=O)[O-])c1	?	10.7%	-7.7%	5.5%	-9.3%	7.0%	0.4	5.9
COc1ccc(NC(=O)C2Cc3c(-c4ccc5c(c4)OCO5)ccnc3O2)cn1 (stereo unspecified)	-15.6%	-10.0%	15.9%	-1.9%	-3.8%	?	-16.2	-19.8
Cc1ccc(-c2csc(C(O)(c3ccccc3)C(F)(F)F)n2)cc1C (stereo unspecified)	-72.7%[inhibitor]	-17.4%	12.6%	-61.1%[inhibitor]	-2.2%	-91.9%[inhibitor]	-10.4	-27.3
COc1ccc(S(=O)(=O)N2CCN(CC(=O)NC3CC3)CC2)cc1	-6.7%	14.2%	10.6%	1.3%	-7.3%	23.1%	1.2	-0.5
CC(C)(C)C1CCCCC1NC(=O)c1ccncc1 (stereo unspecified)	-4.5%	10.2%	4.9%	0.3%	6.9%	-14.8%	14.0	-15.6
COC(=O)C(/C=N/O)NC(=O)c1ccccc1 (stereo unspecified)	-17.3%	1.4%	14.3%	0.0%	19.3%	-3.0%	-3.8	-10.2
CCC1CCCCN1CCCNC(=O)Cn1nc(-c2ccc(C)cc2)ccc1=O (stereo unspecified)	7.6%	2.6%	5.9%	-1.0%	-1.4%	-13.4%	-11.4	-6.9
C=CCN1c2ccccc2C(=O)C(C)S1(=O)=O (stereo unspecified)	-0.8%	11.7%	7.4%	2.3%	4.4%	19.9%	1.0	-1.4
Oc1c(Cl)cc(Cl)cc1C=Nc1cc(C(F)(F)F)ccc1N1CCc2ccccc2C1	15.0%	?	5.1%	-8.3%	-13.1%	23.7%	2.0	1.5
COc1cc(/C=N/OCC(=O)NC2CCCCC2C)ccc1OCc1ccc(Cl)cc1 (stereo unspecified)	3.0%	3.0%	-4.4%	-10.5%	25.2%	-7.4%	5.1	3.2
COc1ccc(Cl)cc1NC(=O)CNCC(c1ccccc1)N(C)C (stereo unspecified)	-38.2%	3.4%	15.1%	-3.8%	7.7%	-3.2%	-13.9	-12.5
Cc1cc(C)cc(N(CC(=O)NC2CCCCC2)C(=O)CCC(=O)Nc2cc(C)ccn2)c1	-8.2%	-2.0%	8.3%	-2.7%	-3.5%	-3.3%	-8.3	24.1
Cc1ccc(C(=O)N/C(=C/c2cn(-c3ccccc3)nc2-c2ccccc2)C(=O)O)cc1	-8.3%	-7.3%	3.4%	-0.9%	-4.2%	9.6%	1.9	8.7
O=C(CSc1ncn[nH]1)N1CCN(c2nnc(-c3ccccc3)c3ccccc23)CC1	11.9%	11.8%	-5.5%	/	7.5%	7.1%	0.8	16.9
CCn1c(=O)c2sccc2n2c(CCC(=O)Nc3ccc(C(C)C)cc3)nnc12	11.2%	/	/	/	9.9%	0.0%	1.7	/
C/C(=N\NC(=O)c1ccc(Br)cc1)C1C(=O)c2ccccc2C1=O	-14.5%	-3.0%	-0.4%	-37.0%[inhibitor]	-14.9%	-37.2%[inhibitor]	9.7	-11.7
CC(C)(C)c1ccc(C(=O)Nc2c(C(=O)c3ccc(F)cc3)oc3ccccc23)cc1	-2.2%	/	/	0.5%	-7.4%	25.0%	4.3	/
COc1ccc(-c2nc(SC)n(C)c(=O)c2C#N)cc1OC	14.8%	-1.8%	-4.2%	5.9%	?	-3.0%	20.3	0.0
COc1ccc(CNS(=O)(=O)c2ccc3c(c2)N(C)CCO3)cc1	9.6%	-0.9%	6.9%	9.2%	10.6%	19.7%	-2.3	8.5
CC(C)c1ccc(NC(=O)C2C3C=CC4(O3)C2C(=O)N(CCCN2CCCCC2)C4C(=O)NC2CCCCC2)cc1 (stereo unspecified)	3.9%	3.2%	2.1%	1.6%	-3.7%	24.7%	-8.0	-2.5
O=Cc1coc2ccc3ccccc3c2c1=O	-92.4%[inhibitor]	-8.3%	6.9%	-69.6%[inhibitor]	18.1%	?	-6.8	-16.9
Cn1nc(C(=O)NCCCN2CCCCC2)c2c1-c1ccccc1SC2	/	-6.0%	4.3%	0.4%	-14.8%	12.8%	-15.7	-7.2
O=C(N[C@@H](Cc1ccccc1)C(=O)OCc1ccccc1)c1nc[nH]c1C(=O)NCc1ccccc1	3.6%	3.4%	12.3%	9.1%	38.7%	14.5%	4.6	-75.5*
COC(=O)[C@H](CCSC)NC(=O)Nc1ccc(C(C)C)cc1	8.0%	7.0%	-1.4%	5.5%	27.9%	-10.7%	-6.2	18.7
CCOc1ccc(C2C(C#N)=C(N)Oc3cc(C)oc(=O)c32)cc1 (stereo unspecified)	2.0%	-7.0%	5.4%	1.8%	15.6%	-12.7%	-13.9	-0.4
Cc1c(C(=O)NC2CC2)oc2ccccc12	-9.2%	-6.8%	14.2%	-1.6%	-14.4%	9.7%	-1.5	-1.8
